# Screens as filed in PubChem.
# AGP1 TOR yeast: modulators of AGP1-GFP expression in yeast TOR pathway, primary screen, cell-based, multiplex flow cytometry, S. cerevisiae, MLPCN library; GFP response vs DMSO, % at 10 µM; 0.02% of 320,000 active; AID 2066, 2009; 3 h; GFP as percent of DMSO wells;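 active = GFP response relative to DMSO above a set limit, near screen average plus 3 SD, cut at about 150% in these data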;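 note: median GFP channel fluorescence of the gated AGP1 strain per well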
# Fam108B counter: mouse Fam108B serine hydrolase inhibitors, primary screen, counter-screen for RBBP9 inhibitor project, biochemical, fluorescence polarization; recombinant Fam108B, FP-Rh probe fluorescence polarization; 0.33% of 300,000 active; inhibition, % at 9.51 µM;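 active = inhibition above the screen mean inhibition plus 3 SD, computed separately per campaign, cut at about 18% in these data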;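 note: inhibitors lower polarization as less probe binds the enzyme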
# GRK2 aptamer HTS: compounds blocking aptamer binding on GRK2 – biochemical, human GRK2, bead flow cytometry, HTS, primary screen. Beta-adrenergic receptor kinase 1 (Homo sapiens), P25098. FAM-aptamer displacement from GRK2. inhibition of aptamer binding, % at 10 µM. 0.59% of 330,000 active;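 active = inhibition of aptamer binding above 40%, roughly 3 SD of noise, on plates passing a quality check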;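 note: median bead fluorescence of bound FAM aptamer so fluorescent compounds give negative values; no value below 0 was filed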
# Target sequence (P25098 whole entry, looked up): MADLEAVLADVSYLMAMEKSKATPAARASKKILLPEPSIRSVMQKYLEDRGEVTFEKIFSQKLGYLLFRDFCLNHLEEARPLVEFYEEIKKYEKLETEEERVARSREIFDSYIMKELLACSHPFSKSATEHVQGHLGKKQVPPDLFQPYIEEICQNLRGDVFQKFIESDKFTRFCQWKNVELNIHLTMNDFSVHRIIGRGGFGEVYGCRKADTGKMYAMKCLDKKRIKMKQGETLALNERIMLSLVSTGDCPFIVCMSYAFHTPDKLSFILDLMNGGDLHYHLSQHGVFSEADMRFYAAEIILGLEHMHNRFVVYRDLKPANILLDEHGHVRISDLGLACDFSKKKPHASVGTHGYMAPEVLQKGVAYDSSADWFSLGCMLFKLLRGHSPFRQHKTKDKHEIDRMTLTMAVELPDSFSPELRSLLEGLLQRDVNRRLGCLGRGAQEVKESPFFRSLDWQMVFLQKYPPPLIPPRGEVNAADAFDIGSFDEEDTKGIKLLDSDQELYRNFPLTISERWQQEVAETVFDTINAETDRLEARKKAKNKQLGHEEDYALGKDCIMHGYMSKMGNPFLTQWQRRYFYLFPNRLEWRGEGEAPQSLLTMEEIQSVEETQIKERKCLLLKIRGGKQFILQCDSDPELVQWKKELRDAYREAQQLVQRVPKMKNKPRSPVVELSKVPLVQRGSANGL
# Bcl-xL primary: inhibitors of human Bcl-xL, primary screen, biochemical, fluorescence polarization, HTS | inhibition, % at 10.9 µM | GST-Bcl-xL / FITC-Bim BH3 peptide fluorescence polarization | 0.7% of 320,000 active;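 active = inhibition above the mean of all tested compounds plus 3 SD, cutoff set per campaign, cut at about 30% in these data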;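 note: 0% = DMSO wells and 100% = unlabeled Bim-BH3 peptide competitor; inhibitors lower millipolarization by displacing the labeled peptide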
# MCL1-BIM inh: inhibitors of MCL1 binding to BIM-BH3, primary screen, biochemical, fluorescence polarization | AID 2057, 2009 | inhibition, % at 10.9 µM | Induced myeloid leukemia cell differentiation protein Mcl-1 (Homo sapiens), Q07820 | 0.68% of 320,000 active | GST-MCL1 / FITC-Bim-BH3 fluorescence polarization;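 active = inhibition above the mean inhibition of all tested compounds plus 3 SD, set per campaign, cut at about 40% in these data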;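 note: 0% = DMSO wells and 100% = unlabeled Bim-BH3 peptide control; higher means more loss of mP so more displacement of Bim peptide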
# Target sequence (Q07820 whole entry, looked up): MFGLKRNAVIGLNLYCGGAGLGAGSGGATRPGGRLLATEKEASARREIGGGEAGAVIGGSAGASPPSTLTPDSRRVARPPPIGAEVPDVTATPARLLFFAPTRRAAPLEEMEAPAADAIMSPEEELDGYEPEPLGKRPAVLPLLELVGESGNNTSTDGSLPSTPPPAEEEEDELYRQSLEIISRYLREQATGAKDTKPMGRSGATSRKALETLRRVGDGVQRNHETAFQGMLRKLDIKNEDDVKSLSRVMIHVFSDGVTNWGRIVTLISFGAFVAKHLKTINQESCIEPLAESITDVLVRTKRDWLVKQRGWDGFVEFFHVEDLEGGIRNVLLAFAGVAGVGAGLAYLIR
# VLA-4 inh: inhibition in human VLA-4 binding assay, primary screen, VLA-4 allosteric modulator project, MLPCN library, flow cytometry, VLA-4 expressing cells; Integrin alpha-4 (Homo sapiens), P13612; ligand binding flow cytometry; inhibition, % (about 7 µM as worked out from the volumes in the protocol); 0.2% of 330,000 active; AID 2557, 2010; in the data active = inhibition above about 50%
# MEX-5 binding: MEX-5 zinc finger RNA-binding disruptors – biochemical, C. elegans, fluorescence polarization, MLPCN library, primary screen. Zinc finger protein mex-5 (Caenorhabditis elegans), Q9XUB2. MEX-5/FITC-TCR2 RNA binding; hits give low values. activity score (negative = inhibition of binding), % at 10 µM. AID 1832, 2009. 0.38% of 300,000 active;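 active = inhibition past about -25% in most replicates, and total fluorescence under double the plate's negative control median, limit read from the data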;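 note: 0% = DMSO and -100% = 5 µM competing unlabeled TCR2 RNA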
# GLD-1 TGE inh: GLD-1/TGE RNA complex disruptors, primary screen, biochemical, fluorescence polarization; Female germline-specific tumor suppressor gld-1 (Caenorhabditis elegans), Q17339; purified GLD-1 + fluorescein TGE RNA; inhibition, % at 5.96 µM; 0.44% of 320,000 active; AID 2280, 2010;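 active = percent inhibition above a per-plate cutoff, the plate mean of test compounds plus 3 SD, cut at about 30% in these data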;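 note: 0% = DMSO wells with GLD-1 and probe and 100% = wells lacking GLD-1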
# CIT2 TOR yeast: modulators of CIT2-GFP expression in yeast, primary screen, S. cerevisiae, GFP fusion, multiplex flow cytometry, MLPCN library; AID 2029, 2009; 0.065% of 320,000 active; GFP response vs DMSO, % at 10 µM; S. cerevisiae CIT2-GFP strain, 3 h; 100 means same as DMSO wells;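 active = GFP response relative to DMSO above a set limit, near the screen mean plus 3 SD, cut at about 150% in these data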;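 note: ratio of well median GFP fluorescence to mean of DMSO wells on the plate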
# * hit, by the source's call; x = not tested or not shown. Rows are unselected; any-hit rate near 2.2%.
SMILES,AGP1 TOR yeast,Fam108B counter,GRK2 aptamer HTS,Bcl-xL primary,MCL1-BIM inh,VLA-4 inh,MEX-5 binding,GLD-1 TGE inh,CIT2 TOR yeast
COc1cccc(CN2CCNC(=O)C2CC(=O)NCC2CCOCC2)c1 (stereo unspecified),110,2,0,14,20,-30,-10,8,114
CCOC(=O)c1[nH]c2ccc(OC)cc2c1NC(C)=O,95,4,3,0,-4,0,-2.5,0,96
COc1ccc(C(=O)Nc2ccccc2N2CCCCC2)cc1[N+](=O)[O-],96,1,0,5,4,-2,2.1,1,101
CCOc1ccc(CCNC(=O)COC(=O)c2ccc(Br)o2)cc1OCC,100,-1,0,-5,-7,-8,-2.1,-3,97
CCN1CCc2c(sc(NC(=O)c3ccc(S(=O)(=O)N4CCCC4)cc3)c2C(=O)NC)C1,100,3,3,3,-4,2,0.9,-2,96
Fc1cc(Cl)ccc1NC(=S)NCCN1CCOCC1,103,-4,0,8,5,0,0.2,-1,101
O=C(CSc1nn(-c2ccccc2)c(=S)s1)NC(=O)NCc1ccco1,104,1,2,-4,-2,14,2.4,-6,105
CCOc1ccc(-c2ccc(SCC(=O)NC3CCCCC3)nn2)cc1,96,-1,0,8,1,21,-1.8,0,88
CCC(=O)N1CCc2cc(Br)cc(S(=O)(=O)NCC3CCCO3)c21 (stereo unspecified),99,2,2,6,9,8,-2.9,4,94
CCOC(=O)c1c(C)nc(C(Cl)(Cl)Cl)nc1N,104,0,2,0,0,8,-1.2,2,91
O=C1CSC(c2ccc([N+](=O)[O-])cc2)N1CCN1CCCCC1 (stereo unspecified),91,2,0,8,4,3,0.2,-4,96
COC(=O)c1ccc(C)c(NC(=O)C2COc3ccccc3O2)c1 (stereo unspecified),100,2,0,2,6,-8,-11,-3,103
O=C(COC(=O)c1cc2ccccc2cc1O)Nc1cccnc1Cl,96,1,0,-2,-6,-5,1.3,3,99
O=C(CCc1ccccc1)Nc1ncc([N+](=O)[O-])s1,104,-3,1,5,6,-18,2.0,-2,100
CCCCn1nc2cc(C(=O)N[C@H](C)C3CCCCC3)ccc2c1OCC,x,3,x,4,8,x,0.0,8,x
Clc1ccc(-c2csc(Nc3cccnc3)n2)cc1,99,-1,1,1,5,-3,-1.1,3,91
O=C(CSc1ccc(-c2cccnc2)nn1)c1ccc([N+](=O)[O-])cc1,101,1,3,10,6,-9,2.7,-3,96
Cc1cc(C)c2c3c(sc2n1)C1(CCSCC1)C(C#N)=C(N)O3,89,-2,0,-1,2,-14,-0.3,4,92
COc1ccc(NS(=O)(=O)c2cccc(C(=O)NNC(=O)c3cncc(Br)c3)c2)cc1,109,-1,2,7,1,-3,0.2,4,104
COc1ccccc1NS(=O)(=O)c1cccc(C(=O)N/N=C/c2ccc(OCC(=O)O)cc2)c1,89,3,1,-1,0,12,0.5,-9,87

# Next part (2 carried over from the part before).
SMILES,AGP1 TOR yeast,Fam108B counter,GRK2 aptamer HTS,Bcl-xL primary,MCL1-BIM inh,VLA-4 inh,MEX-5 binding,GLD-1 TGE inh,CIT2 TOR yeast
COc1ccc(NS(=O)(=O)c2cccc(C(=O)NNC(=O)c3cncc(Br)c3)c2)cc1,109,-1,2,7,1,-3,0.2,4,104
COc1ccccc1NS(=O)(=O)c1cccc(C(=O)N/N=C/c2ccc(OCC(=O)O)cc2)c1,89,3,1,-1,0,12,0.5,-9,87
Cc1ccc(S(=O)(=O)N(C)CC(=O)NC2CCCC2)cc1,108,-1,0,-1,-5,-5,4.1,4,105
Cc1cc(C)c(NC(=O)C2CCC(=O)N2)c(C)c1 (stereo unspecified),100,1,0,-1,-6,2,1.1,2,104
O=C(CC1(O)C(=O)N(CN2CCOCC2)c2ccccc21)c1ccccc1 (stereo unspecified),100,-4,10,-2,0,5,-0.3,-3,x
Nc1cccc(/C=C/C(=O)O)c1,100,4,4,3,2,6,-6.0,-3,103
O=C(COc1ccc(-n2cnnn2)cc1)Nc1ccc(F)c(Cl)c1,94,x,0,x,x,-4,x,-3,87
CNC(=S)NCc1ccc(Cl)cc1,94,-2,1,5,10,-11,1.7,-2,99
CN(CC(=O)Nc1ccccc1Cl)C(=O)COC(=O)c1ccc(=O)n(Cc2ccccc2)n1,101,-1,0,-4,-4,5,-4.1,4,95
Cc1noc(C)c1S(=O)(=O)Nc1ccc(O)c2c(=O)cc(-c3ccccc3Cl)oc12,87,0,0,-3,1,-4,0.2,3,90
Cc1ccc(-c2noc(C3CCN(S(=O)(=O)c4ccc5c(c4)OCCO5)CC3)n2)o1,96,0,4,4,5,10,1.0,-2,102
CC1CCC(NC(=O)Cn2cnc3sccc3c2=O)CC1 (stereo unspecified),100,x,0,2,2,-1,x,0,103
COC(=O)c1ccc2c(=O)[nH]c(COC(=O)c3c(-c4ccccc4Cl)noc3C)nc2c1,103,1,2,2,-7,-3,0.3,3,97
COC(=O)c1c(C)[nH]c(C(=O)OCC(=O)c2ccc(C)s2)c1C,92,x,0,x,x,6,x,0,86
COc1ccc(NC(=S)NCCc2ccccc2)c(OC)c1,94,1,0,4,10,-7,3.6,-1,98
COCCCn1c(Cc2csc(Nc3cccc(Cl)c3)n2)nnc1SCC(=O)OC1CCCCC1,x,14,24,11,23,-7,-0.1,6,90
Oc1ccc(/C=N/N2CCCCC2)c(O)c1O,105,2,3,38*,54*,10,-29*,26,101
C/C(CC(=O)Nc1ccc(Cl)cc1C(F)(F)F)=N\NC(=O)c1cccs1,101,-2,2,4,9,3,0.0,-5,100
O=C(NC(C(=O)c1ccccc1)n1cnccc1=O)c1ccccc1 (stereo unspecified),98,6,1,6,2,-1,-2.1,-2,111
CC1CCCN(C(=O)Cn2nnc(-c3cccnc3)n2)C1 (stereo unspecified),99,1,2,1,-3,4,-1.5,4,104
O=C1OC(c2ccccc2)=N/C1=C\N1CCCCC1,92,4,2,0,-1,21,1.5,-2,98
CC(C)C(=O)Nc1nnc(S(=O)(=O)N2c3ccccc3CC2C)s1 (stereo unspecified),102,0,1,2,4,13,-0.6,3,100
COCCNC(=O)Cn1cnc2sc(C)c(S(=O)(=O)N3CCC(C)CC3)c2c1=O,109,-1,0,0,3,-1,0.3,-4,110
O=C(CCC1CCCC1)NNC(=O)COc1ccc(Br)cc1,90,x,0,x,x,5,x,7,90
Cc1ccc(-n2c(SCC(N)=O)nc3c([nH]c4ccccc43)c2=O)cc1,104,0,1,5,3,-6,-1.5,6,96
O=[N+]([O-])c1ccccc1N/N=C/c1c[nH]c2ccccc12,100,6,0,2,3,-5,2.5,4,96
c1ccc(-c2nc(NCc3ccco3)c3ccccc3n2)nc1,100,2,3,4,12,12,2.6,-2,102
NCCNC(=O)c1c(NC(=O)c2ccccc2)sc2c1CCCC2,97,1,0,5,9,7,0.9,1,108
COc1cc(OC)cc(C(=O)NC(=S)Nc2ccc(Cl)c(C(=O)O)c2)c1,98,0,2,8,4,-1,1.1,-2,103
COC(=O)c1ccc(CNC(=O)CSC2=NCCS2)cc1,106,0,4,6,-2,-5,0.9,-8,103
C[C@H](CO)N1C[C@H](C)[C@@H](CN(C)S(=O)(=O)c2ccccc2)Oc2ccc(NC(=O)NC3CCCCC3)cc2C1=O,97,x,34,x,x,-11,x,4,96
N#Cc1c(SCC(=O)Nc2cccc(F)c2)sc2c(O)cc(=O)[nH]c12,107,-1,2,6,14,4,0.2,5,101
CC(C)N1CCC(N2CCN(Cc3ccc4nonc4c3)CC2CCO)CC1 (stereo unspecified),104,12,0,3,2,-9,-1.0,-4,120
Brc1cc(Br)c2nc(-c3cccs3)ccc2c1,85,9,0,0,7,-1,-1.9,-1,74
Brc1cc2[nH]cnc2c2ccccc12,103,-2,2,7,6,-14,-2.3,5,98
CC(=O)NNc1ncnc2c1cnn2-c1ccc(C)c(Cl)c1,93,-5,3,1,0,8,-0.8,-1,89
Cc1ccc(C(=O)N2N=C3c4ccccc4S(=O)(=O)N3[C@H]2N(C)C)cc1,100,7,1,3,-5,-4,0.9,1,100
CCOc1ccccc1N(CC(=O)NCCSc1ccccn1)S(=O)(=O)c1ccc(C)cc1,85,3,0,0,-9,8,3.1,3,104
COC(=O)c1ccc(C)c(NC(=O)CCCN2C(=O)CN(C)C2=O)c1,95,x,14,x,x,3,x,1,100
O=c1c2c(nc3nc(COc4ccccc4)[nH]n13)CCC2,105,-1,12,8,2,18,-0.2,2,108
CCOC(=O)c1ccc2c(c1)nc(SC(C)C(=O)NCC1CCCO1)n2CC (stereo unspecified),103,x,1,2,1,-8,x,-2,101
CCOC(=O)c1c(C)oc2ccc(NS(=O)(=O)c3cccs3)cc12,99,3,1,0,-11,-1,0.7,0,101
O=C(NC1CCOCC1)C1CCC(=O)N(CCc2cccc(F)c2)C1 (stereo unspecified),101,-2,10,6,1,1,1.9,-1,101
O=C(NCCCc1ccccc1)c1cc(COc2ccc(F)cc2Cl)on1,112,-6,0,35*,34,8,-2.3,14,110
Cc1ccc(OCC(O)CN2CCc3ccccc3C2)c(C)c1 (stereo unspecified),100,-4,0,10,6,1,1.6,1,96
O=C(CN1CCN(S(=O)(=O)c2ccc(F)c(Cl)c2)CC1)N1CCNC1=O,113,x,1,-1,-6,15,x,2,103
CCOc1ccc([C@@H]2CC=C(C(=O)O)[C@H](c3ccc(F)cc3)N2S(=O)(=O)c2ccc(C)cc2)cc1,87,0,2,6,7,5,x,7,106
COc1ccccc1C(=O)Nc1ccc2c(c1)nc1n2CCN(Cc2ccccc2)C1,98,1,0,2,3,-4,-2.9,1,77
COc1ccc(NC(=O)N[C@@H](CCSC)C(=O)O)cc1Cl,109,2,0,7,10,-4,-0.8,2,105
CNC(=O)c1csc(-c2ccc(C)cc2)n1,105,-1,0,2,-3,2,0.3,2,105
COc1ccccc1Oc1ccc(N/C=C/C(=O)c2ccc(C)o2)cc1,98,5,0,-9,-22,-14,-0.6,25,102
CC(C)C(C)NC(=O)COc1ccc(S(=O)(=O)N2CCOCC2)cc1[N+](=O)[O-] (stereo unspecified),100,-1,0,5,-3,-7,-0.3,-2,99
Cc1cc(NC(=O)CSCC(=O)Nc2nc3ccc(F)cc3s2)no1,96,x,2,1,8,13,x,1,84
CCN1CCN(C(=O)NCc2ccccc2)CC1,99,-2,3,-6,-10,-94,2.9,0,94
O=C1NC(=S)S/C1=C/c1ccc(Oc2cnccn2)cc1,98,2,29,2,2,-4,-1.8,0,102
Cc1csc(N(C)C(=O)CSc2nnc(COc3ccccc3C)o2)n1,95,4,3,2,-4,-4,-0.8,-4,92
Cc1ccc(C(=O)NN2C(=O)C3C(C2=O)C2C=CC3C23CC3)cc1 (stereo unspecified),100,-3,4,4,-4,16,-2.2,-5,98
COC(=O)[C@@]12CCCCN1[C@H](c1ccc(-c3ccc(F)cc3)c(OC)c1)[C@@H]1C(=O)N(C)C(=O)[C@@H]12,100,-3,2,4,9,-1,x,3,95
